Source: PubChem (NCI)
Growth percent in the NCI-60 one-dose screen (48 h, 10 µM unless noted): 100 = growth as untreated, 0 = no growth, -100 = all killed.
MDA-MB-468 – MDA-MB-468 breast cancer. hit rate 8.5% among 78,000
MDA-MB-435 – MDA-MB-435 melanoma | hit rate 7.8% among 82,000
K-562 – K-562 leukemia | hit rate 7.4% among 78,000
BT-549 – BT-549 breast cancer; AID 1794793; hit rate 4.4% among 78,000
MOLT-4 – MOLT-4 leukemia cells | hit rate 6.9% among 80,000
MCF7 – MCF7 breast cancer | hit rate 6.3% among 82,000 | AID 1794796
SR – SR leukemia cells; hit rate 8.7% among 73,000; AID 1794780
MDA-MB-231 – MDA-MB-231 breast cancer. hit rate 5% among 81,000
Active calls of the source: *; / = not tested or not shown. Rule for the calls: active = growth percent below 10; inactive = the rest. Not a hit list; 15% or so of the library scored in one or more.

SMILES	MDA-MB-468	MDA-MB-435	K-562	BT-549	MOLT-4	MCF7	SR	MDA-MB-231
Cc1ccc(NC(=O)c2ccc(-n3c(=O)[nH]c4ccccc4c3=O)cc2)cc1	82	102	/	24	/	87	/	65
CC(=O)OC(OC(C)=O)C1CCCO1 (centres undefined)	100	108	135	96	123	92	135	92
CCCCCCCCC(=O)Nc1ccc(O)cc1	100	98	91	81	58	98	/	92
CS(=O)(=O)c1ccc(C(=O)N2N=C(c3ccccc3)CC2c2ccc(F)cc2)cc1 (centres undefined)	95	102	67	86	61	89	99	95
Brc1ccc(-c2cnc3sc4ccccc4n23)cc1	93	112	96	97	99	73	125	80
COC(=O)CC[C@@H](C)[C@H]1CC[C@H]2[C@@H]3CC[C@@H]4C[C@H](O)CC[C@]4(C)C3=CC(=O)[C@]12C	102	103	77	98	84	111	94	95
CCCCOC(=O)N1CCCCC1	94	95	106	103	105	98	92	103
COc1cc(NC(C)CCCN2C(=O)c3ccccc3C2=O)c2ncccc2c1OC (centres undefined)	/	92	71	91	-67*	42	35	90
CCCC1OCC=CCO1	110	104	98	102	97	103	/	111
COc1ccc(-c2cc(-c3nnc(SCC(=O)Nc4ccc(C(C)=O)cc4)o3)c3cc(OC)ccc3n2)cc1	111	107	101	99	112	95	102	106
Cn1c(=O)c(C#N)c(-c2ccccc2)n2c(=S)n(CN3CCCCC3)nc12	/	113	107	116	89	92	100	109
Cc1nn(-c2ccccc2[N+](=O)[O-])c(C)c1N=Nc1ccc(Br)cc1	84	93	57	84	52	86	76	92
COc1ccc(C2N(c3ccccc3)N=C(C(C)=O)N2[C@@H]2[C@@H](OC(C)=O)O[C@@H](COC(C)=O)[C@H](OC(C)=O)[C@H]2OC(C)=O)cc1 (some centres undefined)	86	105	71	96	70	81	70	101
Cc1nn(C)c2c1NC(=O)CS2	93	107	100	90	88	100	94	129
Cc1cc(N)n(-c2nc3ccccc3[nH]2)n1	101	102	99	102	102	92	98	97
COC(=O)c1nnn(-c2cc(Cl)ccc2Cl)c1N	102	102	90	89	97	98	/	/
O=c1[nH]c(O)c(/C=C2/C=Nc3ccccc32)[nH]1	66	102	86	107	74	56	76	90
C[C@]12CC[C@@H]3c4ccc(OS(=O)(=O)O)cc4CC[C@H]3[C@@H]1CC[C@@H]2NS(=O)(=O)c1cccc(Br)c1	64	46	28	65	32	37	29	81
COc1cccc2c1C(=O)c1c(O)c3c(c(O)c1C2=O)C[C@@](O)(C(=O)CO)C[C@@H]3OC1CC(OC(C)=O)C(OC(C)=O)C(C)O1 (some centres undefined)	-26*	7.0*	-34*	-40*	-53*	4.5*	/	9.2*
Cc1nc2cc(Nc3nc(NCCO)nc(Nc4ccc(F)cc4)n3)ccc2n1Cc1ccccc1	99	92	19	101	/	91	15	80
CCN(CC)CCCC(C)NCC(=O)NC(c1ccc2c(c1)OCO2)c1cc(Cl)c2cccnc2c1O (centres undefined)	17	8.6*	11	79	20	7.3*	39	36
O=C(O)Cn1c(O)c(C=C2N=c3ccccc3=N2)sc1=S	95	102	103	98	103	96	119	88
CC(C)(C)c1ccc2oc(=O)cc(Cn3cc(CSc4nc5cc(Cl)ccc5o4)nn3)c2c1	99	108	95	100	97	97	90	99
COC(=O)CC1CC1CCn1c(-c2ccc(F)cc2)c(-c2ccccc2)c(C(=O)Nc2ccccc2)c1C(C)C (centres undefined)	68	70	68	100	71	76	78	76
Cc1ccc(S(=O)(=O)/C(=N\O)C(=O)c2ccc(-c3ccccc3)cc2)cc1	104	102	85	113	86	98	82	107
O=C1Nc2ccccc2/C1=N/N=C/c1ccsc1	78	105	90	112	103	50	89	93
NC(=S)N1N=C(c2cc3ccccc3oc2=O)CC1c1cn(-c2ccccc2)nc1-c1ccccc1 (centres undefined)	98	97	82	119	67	83	46	94
Cc1cc(C)c(C(=O)OC(C)CNC2CCCCC2)c(C)c1 (centres undefined)	103	91	81	92	85	98	82	102
COc1ccc2c(c1)c1c(C)c3cnccc3c(C)c1n2C(C)C	71	54	54	61	33	59	35	79
CNC(=O)c1ccc2n1[C@H](C)c1ccccc1-2	106	97	/	111	115	106	138	116

Only MCF7 and SR, for 4 of the compounds above:
Molecule	MCF7	SR
COc1cc(NC(C)CCCN2C(=O)c3ccccc3C2=O)c2ncccc2c1OC (centres undefined)	42	35
COC(=O)CC[C@@H](C)[C@H]1CC[C@H]2[C@@H]3CC[C@@H]4C[C@H](O)CC[C@]4(C)C3=CC(=O)[C@]12C	111	94
CCCCCCCCC(=O)Nc1ccc(O)cc1	98	/
C[C@]12CC[C@@H]3c4ccc(OS(=O)(=O)O)cc4CC[C@H]3[C@@H]1CC[C@@H]2NS(=O)(=O)c1cccc(Br)c1	37	29

Other results.
SMILES	MDA-MB-468	MDA-MB-435	K-562	BT-549	MOLT-4	MCF7	SR	MDA-MB-231
ClC(Cl)c1nc(-c2ccccc2)n2nc(-c3ccccc3)cc2n1	-52*	12	31	77	31	3.4*	7.6*	2.2*
C/C(Cc1ccccc1)=N/Nc1ccc([N+](=O)[O-])cc1[N+](=O)[O-]	113	104	84	104	96	96	/	97
O=C1C2C(C(=O)N1c1ccc([N+](=O)[O-])cc1)C1c3ccccc3C2C2CCCCN21 (centres undefined)	110	/	110	88	107	106	98	116
CCCCn1c(Cc2ccc(Cl)cc2)nc2cc(OC)c(OC)cc2c1=O	59	74	40	38	-49*	87	59	70
CC[N+](C)(CC)CCOC(C)=O	98	105	105	94	98	93	104	114
CC(C)(C)NC(=O)C(c1ccccc1)N(Cc1ccco1)C(=O)CNC(=O)OC(C)(C)C (centres undefined)	111	116	110	124	102	114	/	98
CO[C@H]1CO[C@H]2[C@@H]1OC[C@H]2O	103	102	106	103	100	93	98	111
CNc1ncc(-c2ccc(C(F)(F)F)cc2)c(NC2CCCCCC2)n1	75	90	76	91	68	68	44	93
O=C(Cc1c[nH]c2ccccc12)N=Nc1c(O)[nH]c2ccc(F)cc12	92	100	109	102	99	88	101	76
O=C(CCN1CCC2CCC(C2)C1)c1ccc(F)cc1 (centres undefined)	122	102	101	120	98	110	105	126
IP(CCCCCCCCCCSc1n(Cc2ccc3ccccc3c2)c(-c2ccccc2)c(-c2ccccc2)[n+]1Cc1ccc2ccccc2c1)(c1ccccc1)(c1ccccc1)c1ccccc1	-75*	-82*	-46*	-71*	-54*	-54*	-40*	-64*
COc1ccc(NC(=O)/C=C/c2ccc(Cl)c(Cl)c2)cn1	70	91	58	67	44	72	95	95
Cc1ccc(-c2noc(-c3ccc4c(c3)OCCO4)n2)cc1	70	88	82	91	92	87	100	99
CCCCC1=c2c([nH]c3ccc(OC)cc23)=NC2C=CC=NC12 (centres undefined)	-24*	93	72	99	70	14	45	80
Cc1ccc(S(=O)(=O)n2nc(NS(=O)(=O)c3cc(C)c(Cl)cc3SCc3ccccc3)[nH]c2=O)cc1	/	106	51	/	78	62	43	84

Structures listed so far with a carbonyl joined to an NH by a bond outside any ring (eight):
SMILES	MDA-MB-468	MDA-MB-435	K-562	BT-549	MOLT-4	MCF7	SR	MDA-MB-231
Cc1ccc(NC(=O)c2ccc(-n3c(=O)[nH]c4ccccc4c3=O)cc2)cc1	82	102	/	24	/	87	/	65
CCCCCCCCC(=O)Nc1ccc(O)cc1	100	98	91	81	58	98	/	92
COc1ccc(-c2cc(-c3nnc(SCC(=O)Nc4ccc(C(C)=O)cc4)o3)c3cc(OC)ccc3n2)cc1	111	107	101	99	112	95	102	106
CCN(CC)CCCC(C)NCC(=O)NC(c1ccc2c(c1)OCO2)c1cc(Cl)c2cccnc2c1O (centres undefined)	17	8.6*	11	79	20	7.3*	39	36
COC(=O)CC1CC1CCn1c(-c2ccc(F)cc2)c(-c2ccccc2)c(C(=O)Nc2ccccc2)c1C(C)C (centres undefined)	68	70	68	100	71	76	78	76
CNC(=O)c1ccc2n1[C@H](C)c1ccccc1-2	106	97	/	111	115	106	138	116
CC(C)(C)NC(=O)C(c1ccccc1)N(Cc1ccco1)C(=O)CNC(=O)OC(C)(C)C (centres undefined)	111	116	110	124	102	114	/	98
COc1ccc(NC(=O)/C=C/c2ccc(Cl)c(Cl)c2)cn1	70	91	58	67	44	72	95	95

(listing goes on)
SMILES	MDA-MB-468	MDA-MB-435	K-562	BT-549	MOLT-4	MCF7	SR	MDA-MB-231
C=C1c2c(C)nn(-c3ccccc3)c2N(C)C23C[C@@H]1C1(C)c4c(C)nn(-c5ccccc5)c4N(C)C(C)(C[C@H]12)C3 (some centres undefined)	38	63	28	58	47	36	20	76
CN1CCN(C(=O)c2ccc(NC(=O)c3cc4c(nn3)NCCN4Cc3cc(Cl)ccc3Cl)cc2)CC1	61	61	6.5*	60	40	46	0.2*	82
CCOC(=O)c1csc(NC(=O)CSc2nc3sc4c(c3c(=O)n2-c2ccc(Cl)cc2)CCCC4)n1	102	94	93	99	81	84	96	95
CS(=O)(=O)c1ccc(C(=O)/C=C/c2cn(-c3ccccc3)nc2-c2ccc(S(C)(=O)=O)cc2)cc1	101	82	65	97	100	87	125	102
O=C(NCc1ccc(Cl)cc1Cl)C1CSC2c3ccccc3C(=O)N12 (centres undefined)	92	100	92	98	80	95	/	111
N#Cc1cn(Cc2ccc(Cl)cc2Cl)c(C(=O)c2ccc(Br)cc2)c1N	76	96	95	108	99	87	100	88
Cc1nc2cccc(CCCCCC(=O)NO)c2c(=O)n1-c1ccccc1	82	88	103	94	90	88	98	103
Cc1ccc(C(=O)NN2C(=O)CSC2c2cccs2)cn1 (centres undefined)	104	97	111	103	110	109	123	109
C=C(C)[C@@H]1CC[C@]2(C(=O)O)CC[C@]3(C)[C@H](CC[C@@H]4[C@@]5(C)C[C@@H](Cc6cn(CCO[C@@H]7O[C@H](COC(C)=O)[C@H](OC(C)=O)[C@H](OC(C)=O)[C@H]7OC(C)=O)nn6)[C@H](O)C(C)(C)[C@@H]5CC[C@]43C)[C@@H]12	64	94	53	43	51	47	48	48
CC[C@@H](c1ccc(O)cc1)[C@@H](CC)c1ccc(O)cc1	103	111	68	131	79	95	93	100
CCOC(=O)C1(C(=O)OCC)COC(=O)C1CN1Cc2cc3ccccc3nc2C1 (centres undefined)	82	100	71	89	79	81	56	104
CC(C)(C)N1Oc2cncc(Br)c2C1c1ccccc1 (centres undefined)	108	102	97	102	88	123	81	115
O=c1c2ccccc2oc2ccc(OCCCCCCN3CCCCCC3)cc12	20	45	2.3*	60	6.1*	29	1.1*	44
COc1ccc(C(=O)/C=C/c2ccc(Oc3nc4c(c(=O)n(C)c(=O)n4C)n3C)c(OC)c2)cc1	78	86	69	89	99	50	32	87
CCOC(=O)c1cc(-c2ccc(Br)cc2)n(-c2ccc(S(N)(=O)=O)cc2)n1	107	96	91	/	89	90	/	97

Looked up by compound from the list above, 2 records:
SMILES	MDA-MB-468	MDA-MB-435	K-562	BT-549	MOLT-4	MCF7	SR	MDA-MB-231
C=C1c2c(C)nn(-c3ccccc3)c2N(C)C23C[C@@H]1C1(C)c4c(C)nn(-c5ccccc5)c4N(C)C(C)(C[C@H]12)C3 (some centres undefined)	38	63	28	58	47	36	20	76
CC(C)(C)N1Oc2cncc(Br)c2C1c1ccccc1 (centres undefined)	108	102	97	102	88	123	81	115

Later entries
SMILES	MDA-MB-468	MDA-MB-435	K-562	BT-549	MOLT-4	MCF7	SR	MDA-MB-231
CC1(C)N=C(N)N=C(N)N1c1ccc(OCCOc2ccc(NC(=O)CBr)cc2)cc1	76	59	/	99	70	88	61	140
C[C@@H]1CC[C@]2(C)[C@H](CCC(=O)[C@H]2C)[C@@]1(C)CCc1ccoc1	103	116	86	107	84	94	105	102
O=c1c(Cc2ccc(F)cc2)cc(-c2ccccc2)nn1Cc1ccccc1	58	95	61	84	62	74	72	71
Clc1cnc(OC2CCNC2)nc1-n1cnc2ccccc21 (centres undefined)	100	103	105	83	102	81	113	104
COc1ccc(-c2nc3sccn3c2-c2cc(-c3ccc(C(C)(C)C)cc3)on2)cc1	88	111	93	132	114	59	102	86
COC(=O)CNC(=O)C(=O)c1c(O)c(O)c(C(C)C)c2cc(C)c(-c3c(C)cc4c(C(C)C)c(O)c(O)c(C(=O)C(=O)NCC(=O)OC)c4c3O)c(O)c12	16	55	15	30	16	18	15	-14*
C#CCN1C(=O)c2cccc3c(-c4ccc(-c5nc6c7ccccc7c7ccccc7c6[nH]5)cc4)ccc(c23)C1=O	97	101	77	96	86	80	73	86
c1ccc(C(=C(c2ccc(OCCN3CCCCCC3)cc2)c2ccc(OCCN3CCCCCC3)cc2)C2CCCC2)cc1	92	103	/	136	/	41	/	98
O=C(Nc1ccccc1)c1ccco1	103	109	94	98	94	96	100	112
COc1ccc(-c2c(C#N)c(-c3ccc(Cl)cc3)nc3c2c(-c2ccccc2)nn3-c2ccccc2)cc1OC	106	94	93	97	94	90	/	106
CCC(C)NCCCCCO (centres undefined)	97	105	97	/	97	89	96	111
CC(C)(CO)C(O)C(=O)NCCS(=O)(=O)Nc1ccc(Cl)cc1 (centres undefined)	110	105	95	111	92	100	98	109
